KCNK3 inh = human KCNK3 channel inhibition, primary screen | B-score at 10 µM | CHO-KCNK3 thallium flux, FluxOR fluorescence; active compounds read low | 340,000 tested, 0.84% active | O14649;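 active = B-score under library mean minus 4 SD, starting fluorescence ratio at most library mean plus 5 SD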;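 also: more negative B-score means stronger inhibition of thallium flux through KCNK3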
RGS4 act = potentiators or activators of RGS4; HEK293 M3R/inducible RGS4, carbachol calcium flux Fluo4; active compounds read low; B-score at 10 µM; 310,000 tested, 0.92% active; AID 463111;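 active = B-score of the integrated calcium signal more than 4 SD below the library mean, with starting fluorescence not abnormally high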;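 also: negative B-score means reduced calcium response which marks RGS4 activation or potentiation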
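Material: M3R-expressing HEK293 line, RGS4 induced by doxycycline | Schedule: Overnight RGS4 induction, 30 min dye load 37 °C, 20 min compound RT | Measured by: Fluo4 fluorescence kinetic imaging of calcium | Read-out: Integrated calcium ratio converted to B score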
GSK3beta inhib = human GSK3beta kinase inhibition | P49841 | GST-GSK3beta kinase, ADP-Glo luminescence, 60 min; active compounds read low | activity score (negative = inhibition), % at 10 µM | 300,000 tested, 0.038% active;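 active = more than half of replicate wells score below -50%, meaning over 50% inhibition versus plate controls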;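 also: 0% = median DMSO wells and -100% = median GW8510 positive control wells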
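test system = GST-tagged human GSK3beta kinase, cell-free | reagent = 25 µM ATP with peptide substrate | dosing = one dose of 10 µM per compound | schedule = 60 min reaction, RT | detection = luminescent ADP-Glo measurement of ADP formed | control set = DMSO neutral wells and GW8510 at 20 µM as positive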
GSK3 alpha inh = blocks human GSK-3 alpha kinase. P49840. ADP-Glo luminescence, 60 min. inhibition, % at 10 µM. 320,000 tested, 0.1% active;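 in the data active = inhibition above about 50%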;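 also: GST-tagged GSK-3 alpha with peptide substrate and 25 µM ATP; 0% = DMSO neutral wells and 100% = GW8510 positive control wells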
hERG rescue = compounds protecting human hERG from proarrhythmic drug block | CHO-hERG, FluxOR thallium flux, dofetilide IC70 present | activation (rescue from dofetilide block), less the hit threshold, % at 10 µM | 310,000 tested, 0.51% active | AID 1511;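 active = activation above the mean of controls blocked by dofetilide plus 5 SD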;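 also: thallium influx through hERG after potassium depolarization seen as dye fluorescence rise; in these data hits start at about 4.7%; inactives centre near -7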
Target sequence (Q12809 whole entry, looked up): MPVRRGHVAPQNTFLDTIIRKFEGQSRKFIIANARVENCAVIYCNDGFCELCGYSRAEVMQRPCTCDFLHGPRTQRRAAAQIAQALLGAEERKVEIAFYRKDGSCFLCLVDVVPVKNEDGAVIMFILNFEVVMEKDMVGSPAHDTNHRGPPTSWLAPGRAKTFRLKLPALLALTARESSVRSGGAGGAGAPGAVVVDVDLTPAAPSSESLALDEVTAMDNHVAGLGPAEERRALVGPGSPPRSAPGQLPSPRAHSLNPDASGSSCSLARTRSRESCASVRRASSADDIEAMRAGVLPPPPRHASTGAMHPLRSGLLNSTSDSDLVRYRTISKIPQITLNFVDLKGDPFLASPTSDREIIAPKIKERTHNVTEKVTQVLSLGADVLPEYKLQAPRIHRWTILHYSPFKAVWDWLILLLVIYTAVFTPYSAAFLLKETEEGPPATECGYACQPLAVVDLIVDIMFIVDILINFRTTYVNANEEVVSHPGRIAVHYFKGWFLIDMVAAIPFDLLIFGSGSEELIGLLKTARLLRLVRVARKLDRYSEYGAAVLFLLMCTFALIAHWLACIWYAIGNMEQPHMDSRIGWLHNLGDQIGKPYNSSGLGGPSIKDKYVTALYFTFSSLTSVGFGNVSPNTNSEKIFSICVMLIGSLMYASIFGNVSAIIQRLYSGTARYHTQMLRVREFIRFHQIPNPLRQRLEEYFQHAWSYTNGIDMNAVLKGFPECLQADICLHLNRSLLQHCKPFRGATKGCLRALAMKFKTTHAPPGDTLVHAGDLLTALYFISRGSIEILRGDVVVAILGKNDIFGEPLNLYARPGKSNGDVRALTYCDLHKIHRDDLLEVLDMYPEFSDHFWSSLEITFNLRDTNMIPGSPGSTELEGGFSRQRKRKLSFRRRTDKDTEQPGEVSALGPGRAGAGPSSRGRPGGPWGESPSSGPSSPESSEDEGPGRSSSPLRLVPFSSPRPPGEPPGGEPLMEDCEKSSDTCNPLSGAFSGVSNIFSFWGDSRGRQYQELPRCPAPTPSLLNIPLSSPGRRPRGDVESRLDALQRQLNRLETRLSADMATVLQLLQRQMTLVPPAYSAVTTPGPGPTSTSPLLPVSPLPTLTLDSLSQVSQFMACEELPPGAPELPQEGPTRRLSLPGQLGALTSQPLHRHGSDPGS
RGS4 block = inhibitors of human RGS4 | P49798 | HEK293 M3R/RGS4 inducible, Fluo-4 calcium flux; active compounds read high; triggered by carbachol at its EC20 | B-score at 10 µM | 310,000 tested, 0.45% active | AID 463165;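 active = B-score, a plate-corrected calcium signal, over three deviations above library mean, with baseline fluorescence within five deviations of library mean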;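 also: RGS4 expression induced by doxycycline in cells with stable M3 receptor; B-score is computed from the integrated fluorescence ratio over baseline after carbachol; higher B-score means a larger calcium signal and so more RGS4 inhibition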
KCNQ1 pot = potentiators or activators of human KCNQ1 potassium channel; P51787; CHO-K1 KCNQ1, thallium flux FluxOR fluorescence; active compounds read high; B-score at 10 µM; 310,000 tested, 0.35% active;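 active = fluorescence ratio B-score, a plate-corrected score, at least three library SD, with initial intensity B-score within 5 SD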
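Assay system: CHO-K1 cells stably expressing KCNQ1; Medium: assay buffer with matched DMSO; Also added: K+/Tl+ depolarizing stimulus; Dosing: single dose; Timing: dye 90 min, compound 20 min, room temperature; Measured by: kinetic FluxOR thallium fluorescence, 10-s 1-Hz baseline, 110-s post-stimulus read; Read-out: peak-minus-minimum fluorescence over initial fluorescence, negative-control normalized, B-scored.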
KCNQ1 block = human KCNQ1 channel inhibition. P51787. CHO-K1 KCNQ1, FluxOR thallium flux fluorescence; active compounds read high. B-score at 10 µM. 310,000 tested, 1.3% active. AID 2642;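 active = compounds whose thallium flux B-score, printed positive for inhibition, exceeds three library SD while starting fluorescence stays within three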;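 also: channel opened by potassium depolarization with thallium stimulus after 20 min compound exposure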
Dyrk1A ADPGlo = inhibitors of rat Dyrk1A kinase | Q63470 | ADP-Glo luminescence, NFATc1 peptide | inhibition, % at 12.5 µM | 310,000 tested, 0.43% active | AID 504441; in the data active = inhibition above about 50%;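 also: plate controls were vehicle with enzyme for no effect and no enzyme for full effect; many of its hits are not listed in these tables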
PolyA inh = yeast polyadenylation inhibition | calls only at 12 µM | S. cerevisiae SKY197-pL101 polyadenylation reporter, beta-gal luminescence; efflux-impaired pdr1/pdr3 knockout yeast; score 100 = 6 SD above DMSO | 300,000 tested, 0.02% active | AID 1875;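 active = lowest replicate activity score at least 50, where 100 means six control SD above control mean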;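 also: yeast exposed to compound for 9 h at 30 °C; higher score means more reporter readthrough which indicates perturbed polyadenylation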
KCNK9 inh = human KCNK9 channel inhibition; Q9NPC2; HEK293 KCNK9, FluxOR thallium flux fluorescence; active compounds read low; B-score at 10 µM; 310,000 tested, 1.2% active;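 active = ratio B-score over 3 SD below the library mean, with starting fluorescence within 5 SD of its mean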;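 also: negative B-score means less thallium flux so channel inhibition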
Numbers without * were called inactive; i = inactive; . = no result given. The list is partial; rates above refer to the full screens.

SMILES	KCNK3 inh	RGS4 act	GSK3beta inhib	GSK3 alpha inh	hERG rescue	RGS4 block	KCNQ1 pot	KCNQ1 block	Dyrk1A ADPGlo	PolyA inh	KCNK9 inh
CCOC(=O)CSc1ccc(C(=O)NCCCN2CCOCC2)cc1[N+](=O)[O-]	i	-8.2*	3	1	-7	i	i	i	0	i	i
Cc1ccc([N+](=O)[O-])cc1NC(=O)Nc1onc(C)c1C	i	i	2	0	-14	i	i	i	5	i	i
O=C(/C=C/c1ccccc1)NC(=S)Nc1cccnc1	i	i	2	-1	-1	i	i	i	-2	i	i
COc1cc(CN(C)C)cc(C=O)c1O	i	i	0	0	-4	i	i	i	-2	i	i
NC(N)=Nc1nc2ccccc2o1	i	i	4	-4	-1	i	i	i	3	i	i
Cc1nc(NC(=O)c2ccccc2)sc1-c1csc(NCc2ccccc2)n1	i	i	-4	3	-19	i	i	i	5	i	i
Cc1ccc(S(=O)(=O)Cc2cc(-c3ccc(Cl)cc3)no2)cc1	i	i	3	1	-4	i	i	i	-6	i	i
Cc1ccc(C(=O)OCC(=O)Nc2ccc3[nH]c(=O)[nH]c3c2)cc1S(=O)(=O)N1CCOCC1	i	i	2	0	-11	i	i	i	2	i	i
CC(=O)c1cc(F)c(N2CCN(C(=O)C(C)(C)C)CC2)cc1C	i	i	-2	-21	-10	i	i	i	-3	i	i
O=C(NC1CCCCCCC1)c1cc([N+](=O)[O-])ccc1Cl	i	i	0	-3	-5	i	i	i	6	i	i
COC(=O)Cn1c(=NC(=O)c2nc3ccccc3s2)sc2cc(S(N)(=O)=O)ccc21	i	i	-1	2	-5	i	i	i	-2	i	i
CC(C)c1ccc(OCc2ccc(C(=O)N3CCCC3)o2)cc1	i	-12*	.	-1	-18	i	i	i	5	i	i
Cc1cc(C(=O)NNC(=O)NC(C)C)no1	i	i	-3	-3	-10	i	i	i	6	i	i
CN(C)C(=O)CSc1nc(-c2ccccc2)nc2c1CCCC2	i	i	2	1	-9	i	i	i	-6	i	i
COc1ccc(CNC(=O)COC(=O)c2cnccn2)cc1	i	i	-1	-1	-6	i	i	i	1	i	i
O=C(Nc1ccc(N2CCOCC2)cc1)c1cccnc1	i	i	0	0	-10	i	i	i	-10	i	i
COc1ccc(S(=O)(=O)N2CCC(C(=O)c3ccc4c(c3)OCCO4)CC2)cc1	i	i	2	0	-7	i	i	i	-3	i	i
O=C(N/N=C/c1ccccc1F)c1cccc(NC(=O)c2ccccc2Cl)c1	-8.8*	i	-1	-2	-10	i	i	i	-1	i	i
O=C(NCc1cccnc1)Nc1ccc(F)cc1F	i	i	0	-1	-13	i	i	i	-6	i	i
O=C(O)c1ccc(N/N=C/c2ccc3ncccc3c2)cc1	i	i	-1	-1	-7	i	i	i	3	.	i
O=C(/C=C/c1ccccc1)NC(=S)NNC(=O)c1ccco1	i	i	4	-3	-23	i	i	i	0	i	i
O=C(C1=C(O)C(=O)N(CCCn2ccnc2)C1c1cccc(Br)c1)c1ccco1 (stereo not drawn)	i	i	0	5	-6	i	i	i	-4	i	i
O=C(OC(C(=O)NCC1CCCO1)c1ccc(F)cc1)c1cccs1 (stereo not drawn)	i	i	-2	-4	-8	i	i	i	-6	i	i
Cc1ccc(CN2CCN(CC(=O)N/N=C/c3ccc(C)o3)CC2)cc1	i	i	-3	3	-2	i	i	i	5	i	i
Cc1ccc(Cn2c(C3CCCN3c3nc(-c4ccc(F)cc4)cs3)nc3cc(C(F)(F)F)ccc32)cc1 (stereo not drawn)	i	i	-4	0	-10	i	i	i	-15	i	i

(listing goes on)
SMILES	KCNK3 inh	RGS4 act	GSK3beta inhib	GSK3 alpha inh	hERG rescue	RGS4 block	KCNQ1 pot	KCNQ1 block	Dyrk1A ADPGlo	PolyA inh	KCNK9 inh
O=C(COC(=O)c1ccccc1Nc1ccccc1)Nc1ccccc1	i	i	0	-2	-3	i	i	i	1	i	i
CC(=O)N(Cc1cc2cc(C)ccc2[nH]c1=O)c1cccc(C)c1C	i	i	4	0	-6	i	i	i	-6	i	i
CN=C(Nc1ccc(C(=O)OC)cc1)SC1CC(=O)N(c2ccccc2F)C1=O (stereo not drawn)	i	i	7	-1	-8	i	i	i	3	i	i
OC(COc1ccccc1)CN1CCOCC1 (stereo not drawn)	i	i	4	-4	-3	i	i	i	-3	i	i
CCC(C)NC(=O)COC(=O)c1ccc(Cl)cc1O (stereo not drawn)	i	i	4	-4	-9	i	i	i	1	i	i
Cc1cc(=O)[nH]c(SCC(=O)Nc2nnc(CC(C)C)s2)n1	i	i	2	1	-8	i	i	i	13	i	i
CCN(C/C=C/c1ccccc1OC)Cc1ccccc1	i	i	4	0	1	i	i	i	12	i	i
COc1cc(OC)c(C(=O)NCc2ccc3c(c2)OCO3)cc1OC	i	i	.	-1	-4	i	i	i	3	i	i
CC1(C(=O)NC2CCCC2)CCC(=O)N1CCC1=CCCCC1 (stereo not drawn)	i	i	2	-1	-12	i	i	i	-1	i	i
CCOc1ccc2c(c1)C(C)=CC(C)(C)N2C(=O)Nc1ccccc1F	i	i	2	-1	-2	i	i	i	7	i	i
Cc1[nH]c(=O)c(C(=O)c2ccccc2O)cc1C(=O)O	i	i	-2	-1	-13	i	i	i	-2	i	i
Cc1cccc(-n2c(Cc3ccccc3)n[nH]c2=S)c1	i	i	-2	-2	-4	i	i	i	-7	i	i
Cc1csc(NC(=O)CSc2ccc3nnc(CCNS(=O)(=O)c4ccccc4)n3n2)n1	i	i	0	7	-1	i	i	i	-3	i	i
COc1ccc(Cc2nc(-c3ccccn3)no2)cc1	i	i	-2	1	-4	i	i	i	1	i	i
COc1ccccc1N1CCN(/N=C\c2cccnc2)CC1	i	i	3	-3	-2	i	i	i	0	i	i
CCOC(=O)c1ccc(NC(=O)c2nn(C)cc2Br)cc1	i	i	-4	5	-4	i	i	i	5	i	i
COc1ccc(S(=O)(=O)N2CC(C(=O)O)Oc3ccccc32)cc1 (stereo not drawn)	i	i	3	-4	-4	i	i	i	-5	i	i
CC(=O)Oc1ccc(NC(=O)CCC2CCCCC2)c(C(=O)O)c1	i	i	3	-1	-9	i	i	i	-2	i	i
CCN(CC(=O)Nc1ccc(NC(C)=O)cc1)C(=O)Cc1cccc2ccccc12	i	i	-2	7	-11	i	i	i	3	i	i
CCOC(=O)c1cc(CC)sc1NC(=O)CCC(=O)O	i	i	5	-7	-2	i	i	i	-10	i	i
CC12CCC(=O)N1C(C(=O)Nc1cc(S(=O)(=O)N3CCCCCC3)ccc1OCC(F)(F)F)CS2 (stereo not drawn)	i	i	-2	-1	-5	i	i	i	-10	i	i
O=S(=O)(Nc1ccc2c(c1)OCO2)c1ccccc1	i	i	2	-1	-9	i	i	i	-6	i	i
CC1(C)C2([N+](=O)[O-])CN3CC1([N+](=O)[O-])CN(C2)C3c1ccc(O)c(O)c1 (stereo not drawn)	i	i	4	-3	-9	i	i	i	2	i	i
CN(CCCC(=O)NCCc1ccccc1)S(=O)(=O)c1ccc([N+](=O)[O-])cc1	i	i	-1	-4	-7	i	i	i	2	i	i
CC(=O)Nc1cccc(/C(C)=N\NC(=O)c2ccc(Cn3nc([N+](=O)[O-])c(Cl)c3C)o2)c1	i	i	3	-1	-24	i	i	i	4	i	i

(next part)
SMILES	KCNK3 inh	RGS4 act	GSK3beta inhib	GSK3 alpha inh	hERG rescue	RGS4 block	KCNQ1 pot	KCNQ1 block	Dyrk1A ADPGlo	PolyA inh	KCNK9 inh
C=CC[C@H]1CC(Cc2ccccc2)=C[C@H](CC=C)N1	i	i	-2	-2	-12	i	i	i	3	i	i
OC(COCc1cccs1)CN1CCN(c2ccccc2Cl)CC1 (stereo not drawn)	i	i	3	-1	-6	i	i	i	0	i	i
COc1ccccc1C(=O)n1nc(-c2ccccc2)nc1N	i	i	0	.	-2	i	i	i	4	i	i
COc1ccc(NC(=O)c2ccc(-n3nc(C)c[n+]3[O-])cc2)cc1	i	i	3	.	-3	i	i	i	2	i	i
CCc1nnc(NC(=O)CCN2C(=O)C3CCCCC3C2=O)s1 (stereo not drawn)	i	i	-6	-2	-16	i	i	i	4	i	i
O=C(C1CN(S(=O)(=O)c2ccccc2)CCN1S(=O)(=O)c1ccccc1)N1CCCCCC1 (stereo not drawn)	i	i	2	-1	-3	i	i	i	-2	i	i
O=S(=O)(c1ccccc1)N1CCN(C(=S)NCc2ccccc2)CC1	i	i	0	-2	0	i	i	i	.	i	i
Cc1nc2cc(C(=O)OCC(=O)NC(C)C(C)C)ccc2n1-c1ccccc1 (stereo not drawn)	i	i	5	0	-7	i	i	i	5	i	i
O=C(c1cn(-c2ccccc2)nc1-c1ccc(Cl)cc1)N1CCOCC1	i	i	-2	-1	-7	i	i	i	-7	i	i
CC(C)Oc1cccc(-c2cc(C(=O)NN3CCOCC3)c3ccccc3n2)c1	i	i	-3	0	-16	i	i	i	-1	i	i
COc1ccccc1CC(NC(C)=O)C(=O)N1CCN(C(=O)Nc2ccccc2Cl)CC1 (stereo not drawn)	i	i	-3	.	-10	i	i	i	1	i	i
COC(=O)C1(C(=O)OC)NOC2C(=O)N(c3ccccc3)C(=O)C21 (stereo not drawn)	i	i	-4	-5	-12	i	i	i	-1	i	i
Cc1ccc(Nc2nc(N)nc(CSC(=S)N3CCOCC3)n2)cc1	i	i	-1	1	-10	i	i	i	3	i	i
CC#CCCCC(=O)Nc1cccc(C(=O)O)c1	i	i	-4	-1	-6	i	i	i	-2	i	i
COc1ccc(CCNC(=S)NCc2ccc(Cl)c(Cl)c2)cc1OC	i	i	1	0	-14	i	i	i	0	i	i
COc1ccc(Cn2cnc3c(NS(C)(=O)=O)c(C)c(C)cc32)cc1	i	i	1	-1	-10	i	i	i	5	i	i
CCC1Oc2nc(SC)nnc2-c2ccccc2N1C(=O)c1ccccc1 (stereo not drawn)	i	i	2	-4	-7	i	i	i	1	i	i
O=C(COC(=O)c1ccc(Cl)c(Cl)c1)Nc1cccnc1Cl	i	i	-2	0	-4	i	i	i	4	i	i
